Screening results: PubChem, National Center for Advancing Translational Sciences (NCATS)
LmPK inh: qHTS Assay for Inhibitors of Leishmania Mexicana Pyruvate Kinase (LmPK) | 0.37% of 290,000 active | purified LmPK, Kinase-Glo ATP luminescence, 1 h | AID 1721, 2009 | Potency, µM (highest dose often 57.5 µM), inactives show at the highest dose activity change, negative = inhibition, usual class: inhibitors | Q27686; further: potency means the concentration at half of the fitted maximal effect
Target sequence (Q27686 whole entry, looked up): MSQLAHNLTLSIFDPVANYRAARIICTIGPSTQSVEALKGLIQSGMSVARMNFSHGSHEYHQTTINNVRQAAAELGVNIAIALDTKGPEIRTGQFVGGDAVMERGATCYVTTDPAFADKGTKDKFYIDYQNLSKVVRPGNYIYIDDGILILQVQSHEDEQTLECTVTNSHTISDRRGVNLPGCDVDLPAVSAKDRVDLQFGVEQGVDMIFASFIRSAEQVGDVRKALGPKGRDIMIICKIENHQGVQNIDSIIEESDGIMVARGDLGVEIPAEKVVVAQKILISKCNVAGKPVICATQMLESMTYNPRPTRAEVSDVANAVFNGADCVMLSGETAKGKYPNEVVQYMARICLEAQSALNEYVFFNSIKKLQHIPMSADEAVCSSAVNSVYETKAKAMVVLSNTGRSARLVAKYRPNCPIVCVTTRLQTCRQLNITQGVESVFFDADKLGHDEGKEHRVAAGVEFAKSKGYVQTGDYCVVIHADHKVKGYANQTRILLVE
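Screened at intermediate enzyme activity to detect both inhibitors and activators: LmPK at 0.1 nM, with a 0.5 nM enzyme column as activation reference. PEP 0.5 mM, ADP 0.1 mM; ATP detected by luminescence after 1 h.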
AmpC inh no detg: qHTS Inhibitors of AmpC Beta-Lactamase (assay without detergent); P00811; AmpC nitrocefin hydrolysis, absorbance 480 nm, 0.0001% Triton; Potency, µM (titrated, usually from 57.1 µM), for inactives: top-dose activity change, negative = inhibition, most hits filed as inhibitors; 0.52% of 330,000 active;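 further: potency means the concentration at half of the fitted maximal effect; plate controls were no compound for no effect and no enzyme for full effect; nearly all actives have a fitted effect of over 20% in size; some results filed as inactive show a strong effect at the top dose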
Target sequence (P00811 whole entry, looked up): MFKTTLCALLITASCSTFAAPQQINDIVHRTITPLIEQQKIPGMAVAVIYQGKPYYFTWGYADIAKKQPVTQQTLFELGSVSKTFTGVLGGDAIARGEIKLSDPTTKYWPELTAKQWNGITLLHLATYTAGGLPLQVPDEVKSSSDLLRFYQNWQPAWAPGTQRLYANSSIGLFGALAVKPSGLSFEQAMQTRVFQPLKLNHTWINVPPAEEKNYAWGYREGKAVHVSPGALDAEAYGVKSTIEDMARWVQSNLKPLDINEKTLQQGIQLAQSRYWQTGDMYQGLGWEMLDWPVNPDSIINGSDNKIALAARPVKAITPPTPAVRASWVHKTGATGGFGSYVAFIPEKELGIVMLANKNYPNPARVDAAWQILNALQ
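20 mM phosphate pH 7.0 + 0.01% (detergent screen) or 0.0001% Triton X-100; 5.3 nM AmpC reagent; cpd preinc 15 min RT; nitrocefin (800 uM stock) to start; A480 q20 s × 4 min; Activity was normalised to no-enzyme and no-compound control wells.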
TbPYK inhibitor: qHTS of Trypanosoma Brucei Inhibitors. pyruvate kinase (Trypanosoma brucei), Q57TT1. TbPYK enzyme, Kinase-Glo Plus ATP luminescence, 45 min. Potency, µM (doses to about 76.8 µM), without a hit: top-dose activity, negative = inhibition, most hits filed as inhibitors. 0.12% of 410,000 active; further: potency means the concentration at half of the fitted maximal effect; nearly all actives have a fitted effect of over 50% in size
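Activity of T. brucei pyruvate kinase was followed by Kinase-Glo Plus luminescence after the enzyme reacted 45 min at room temperature with 130 uM ADP (final) and substrate. Test compounds were added before ADP at multiple concentrations.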
HCV inh: qHTS Assay for Inhibitors of Hepatitis C Virus (HCV); Huh7.5.1 HCVcc-Cre infection, luciferase reporter, 44 h; Potency, µM (series often up to 41.8 µM), without a hit: at the highest dose activity change, negative = inhibition, usual class: inhibitors; 3.4% of 340,000 active; further: potency means the concentration at half of the fitted maximal effect
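A cell-based infection assay in which seeded cells (1,000 per well) receive test compound after 4 h, are inoculated with HCVcc-Cre at approximately 0.5 moi, and are incubated 44 h before luminescence detection.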
HCMV antiviral: qHTS Assay for inhibitors of the human cytomegalovirus (HCMV) | HFF cells, HCMV-luciferase reporter, 72 h; active compounds read low | 4.5% of 410,000 active | AID 1259415, 2018 | activity change, negative = inhibition, % at 57.5 µM; in the data active means activity change below about -60%; inconclusive means no clear call, values can overlap the other calls; inactive means above about -39%
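Screen run at 2 compound doses on HFFs infected with reporter HCMV, MOI 1 PFU/cell. Luciferase activity from cell lysates at 72 h post infection gave inhibition relative to buffer-only and Salinomycin wells.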
AmpC detergent: qHTS Inhibitors of AmpC Beta-Lactamase (assay with detergent); P00811; AmpC hydrolysis of nitrocefin, absorbance 480 nm, 0.01% Triton; Potency, µM (top dose mostly 114 µM), for inactives: at the highest dose activity change, negative = inhibition, usual class: inhibitors; 0.041% of 370,000 active; AID 485294, 2010;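 further: potency means the concentration at half of the fitted maximal effect; 0% = no-compound wells and -100% = no-enzyme wells; nearly all actives have a fitted effect of over 25% in size; some results filed as inactive show a strong effect at the top dose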
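AmpC (5.3 nM in the dispensed reagent) in 20 mM phosphate pH 7.0 with 0.01% (detergent screen) or 0.0001% Triton X-100 was preincubated with compounds for 15 min at room temperature. Nitrocefin was then added from an 800 uM solution, and hydrolysis was followed at 480 nm.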
AMA1-RON2 inh: qHTS for Inhibitors of AMA1-RON; Towards Development of Antimalarial Drug Lead: Primary Screen | Plasmodium falciparum AMA1 (3D7) - RON2 peptide interaction | AlphaScreen AMA1-biotinylated RON2 peptide binding | Potency, µM (series often up to 58.2 µM), for inactives: top-dose activity change, negative = inhibition, hits mostly inhibitors | 0.2% of 360,000 active | AID 720542, 2013;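 further: potency means the concentration at half of the fitted maximal effect; 0% = vehicle wells and -100% = peptide control; nearly all actives have a fitted effect of over 45% in size; some results filed as inactive show a strong effect at the top dose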
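AMA1 (3D7) with his tag at 25 nM final met compounds first, then biotinylated RON2 peptide at 25 nM; detection used donor plus acceptor beads, 10 µg/mL apiece, read by AlphaScreen after 30 min at room temperature.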
The depositor's hits bear a star; ? = inconclusive; · = no result given; [ ] = another dose, or the depositor's remark. Unless noted, the call rests on the fitted dose curve; in most records, active means well fitted curve in the direction sought with a large enough effect; inconclusive means small, poorly fitted or top-dose-only effect, or another doubt; inactive means no such curve, though single readings can be large; an effect the other way counts as inactive or inconclusive. Unless noted, on the % scale 0 is the no-effect control and ±100 the full control effect.

SMILES | LmPK inh | AmpC inh no detg | TbPYK inhibitor | HCV inh | HCMV antiviral | AmpC detergent | AMA1-RON2 inh
O=C(NN1C(=O)C2C3C=CC(O3)C2C1=O)c1ccncc1 (stereo not drawn) | -1% | -31% | 0% | 10% | -8 | -12% | 0%
O=C(O)CC(C(=O)O)c1ccc(OCCCCOc2ccc(C(CC(=O)O)C(=O)O)cc2)cc1 (stereo not drawn) | 1% | -20% | -5% | 11% | 15 | 2% | -7%
Cc1ccc(OCC(=O)Nc2ccc(S(=O)(=O)Nc3ccccn3)cc2)cc1 | 0% | -32% | 9% | 2% | ? | -5% | -8%
COc1cc2c(C(=O)NCc3ccccn3)cn(C)c(=O)c2cc1OC | -3% | -15% | -2% | 2% | 52 | -9% | 14%
COc1cc(CNC(=O)c2cnccn2)cc(OC)c1 | · | · | 2% | 10% | 12 | · | 15%
Cc1cc(N2CCCCCC2)nc2ccccc12 | -4% | -1% | -8% | -4% | -7 | -1% | ?
CCOC(=O)C/C(N)=N/NC(=O)c1ccc(Cl)cc1Cl | 17% | -38% | 10% | 5% | ? | -1% | 49%[activator]
CC(C)(C)NC(=O)CSc1nncn1NCc1cccc2ccccc12 | -1% | 33% | 4% | 3% | 9 | -12% | -21%
N#CC1(Nc2ccc(-c3ccc(Cl)cc3)cc2)CCCC1 | · | · | -1% | 6% | 93 | · | -28%
O=C(CCCCCl)Nc1c2c(nc3ccccc13)CCC2 | 3% | -10% | 0% | 1% | 9 | ? | 1%
COc1ccc(CNCCc2ccc3c(c2)OCO3)c(OC)c1OC | 0% | -13% | -4% | 14% | 69 | 3% | -24%
C=CCN(c1ccc(C(=O)NCCSc2ccccc2)cc1)S(C)(=O)=O | 0% | 13% | -2% | -13% | 84 | 1% | 0%
Cc1ccc(-n2c(N)c(C(=O)N3CCCCC3)sc2=S)cc1 | 3% | 22% | -2% | -12% | 10 | 3% | -10%
O/N=C/c1cn(-c2ccccc2)nn1 | -4% | -11% | 7% | 5% | -16 | -9% | -9%
CCOC(=O)N1CCC(N2C(=O)c3ccc(C(=O)NCc4ccc(F)cc4)cc3C2=O)CC1 | -6% | -18% | -11% | 1% | -5 | -7% | 6%
CCc1nnc(NC(=O)CSc2nc3c(C)cccc3[nH]2)s1 | 0% | -23% | -3% | 11% | ? | -13% | 1%
COc1ccc(C2C(C(=O)Nc3ccccc3)=C(C)Nc3nc(-c4ccccc4Cl)nn32)cc1OC (stereo not drawn) | · | · | 1% | · | 1 | 3% | ·
Cc1ccc(C)c(CN2C(=O)CSc3ccc(C(=O)NCc4ccc(F)cc4)cc32)c1 | · | · | -1% | · | 9 | 6% | ·
Cc1cccn2cc(CNc3ccccc3)nc12 | -7% | -5% | 4% | -1% | 56 | -1% | -11%
COc1ccc(C(=O)OCCNC(=O)c2ccncc2)cc1OC | -1% | -10% | 1% | 17% | -13 | -5% | 10%
COc1ccccc1-c1noc(-c2ccccc2C(=O)N2CCOCC2)n1 | -4% | -1% | -4% | ? | -3 | -8% | -5%
CCCOc1cccc(C(=O)Nc2ccc(-c3nc4ccccc4s3)c(Cl)c2)c1 | · | · | -4% | · | ? | -2% | ·
O=C(Nc1ccc(-c2cn3c(n2)SCC3)cc1)c1ccc2c(c1)OCO2 | -20% | -56% | 3% | ? | -5 | -9% | 18%
CCNc1nc(NC(C)C)nc(SCCOc2ccc(C)cc2)n1 | 0% | -11% | 2% | ? | 41 | 0% | -4%
NS(=O)(=O)c1ccc(CNC(=O)c2csc3c2CCCC3)cc1 | -1% | -45% | -8% | -3% | 54 | -7% | 0%
Brc1ccc(Oc2nnnn2-c2ccccc2)cc1 | -2% | -33% | 1% | 12% | ? | -12% | 44%[activator]
CC1(C)OC(=O)C(=CNC(CCC(N)=O)C(=O)O)C(=O)O1 (stereo not drawn) | 3% | -15% | -1% | 23% | 47 | -1% | 64%[activator]
CCOC(=O)Cc1csc(NC(=O)CSc2nnc(-n3nc(C)cc3C)c3ccccc23)n1 | -5% | 3% | -2% | ? | -7 | -12% | 0%
O=C(CC1N=C2c3ccccc3N=C(SCc3ccccc3Cl)N2C1=O)NCCc1ccccc1 (stereo not drawn) | · | · | 1% | · | -17 | 15% | ·
O=C1C2CCCN2C(c2ccco2)N1c1ccc(F)cc1 (stereo not drawn) | 2%[11.5 µM] | -24% | -1% | 28% | 6 | 6% | 2%
CC(=O)c1cn(C)c(=O)c2ccccc12 | -1% | -1% | -3% | 14% | 53 | 2% | -4%
O=C(N/C(=C/c1cccs1)C(=O)N1CCCC1)c1ccccc1 | 2% | -19% | 4% | 4% | 7 | -8% | 6%
CN1CCN(CC2(O)CCN(S(=O)(=O)c3ccc(Cl)cc3)CC2)CC1 | -8% | -36% | -1% | -8% | -69* | -2% | -1%
Cc1ccc(C)c(NC(=S)N2CCC(c3nc4ccccc4s3)CC2)c1 | 1% | 15% | -7% | ? | 31 | -8% | 2%
CC1(C(=O)NCC2CCCCC2)CCN1CCc1ccccc1 (stereo not drawn) | · | · | 1% | · | 3 | · | -7%
CCCCn1c(N)c(N2CCOCC2)c(=O)n(CC(=O)NC(C)c2ccccc2)c1=O (stereo not drawn) | 4% | -14% | 0% | -15% | ? | 0% | -2%
Cc1cc(C)cc(N(CC(=O)NC2CCC(C)CC2)S(=O)(=O)c2c(C)[nH]c(=O)[nH]c2=O)c1 (stereo not drawn) | 1% | -10% | 1% | ? | -13 | -8% | -11%
CCC(=O)c1cn(CC(=O)Nc2cccc(C)c2)c2ccccc12 | 0% | -28% | 4% | -1% | -18 | ? | 0%
COc1cc(C(O)P(=O)(OC(C)C)OC(C)C)cc(OC)c1OC (stereo not drawn) | -1% | -20% | 5% | 31%[activator] | 7 | ? | 0%
Cc1cc(C)n(Cc2ccc(NC(=O)c3nn(C)cc3[N+](=O)[O-])cc2)n1 | 5% | 13% | 3% | ? | -101* | -1% | 9%
O=C(NC(=S)Nc1ccccc1N1CCCC1)c1ccc(-c2cccc([N+](=O)[O-])c2)o1 | -5% | -11% | -23% | ? | 37 | -5% | 35%[activator]
COC(=O)c1cc2sc(C)cc2n1Cc1ccc(F)cc1Cl | · | · | 2% | · | 22 | 8% | ·
COc1nc(NCC(C)C)nc(Oc2ccc(=O)n(-c3ccccc3)n2)n1 | 0% | -6% | 0% | 1% | 76 | -17% | 16%
Cn1c(C(C#N)C2=C(Cl)C(=O)N(c3ccccc3)C2=O)nc2ccccc21 (stereo not drawn) | -24% | -19% | · | · | · | ? | ·
Cc1nn(CC(=O)Nc2ccc(C(=O)N3CCCC3)cc2)c(=O)c2ccccc12 | -3% | -9% | 0% | 11% | 47 | ? | 0%
COc1ccc(NC(=O)c2cnc3ccccn3c2=O)c(OC)c1 | · | · | 5% | 15% | 14 | · | 4%
Cc1cc(NS(=O)(=O)c2ccc3nc(-c4ccccc4)[nH]c3c2)ccc1Br | · | · | 3% | · | -21 | 21% | ·
O=C(CCN1C(=O)/C(=C/c2ccccc2F)SC1=S)NCCCn1ccnc1 | 1% | 69%[activator] | -2% | 1% | -35 | -8% | 24%
CCOC(=O)C(NC(C)=O)(Nc1ccc(S(N)(=O)=O)cc1)C(F)(F)F (stereo not drawn) | 0% | -56% | -7% | 21% | 15 | 17% | 8%
COCC(=O)N1CCC(Oc2ccc(C(=O)NC(C)c3csc(C)n3)cc2)CC1 (stereo not drawn) | 5% | -3% | 5% | 15% | 99 | -2% | 0%
CC(C)c1c(C(=O)N/N=C/c2ccsc2)nnn1-c1nonc1N | -10% | -32% | 1% | -22% | -31 | 2% | 5%
S=c1nc(-c2ccccc2Br)[nH][nH]1 | 1% | -28% | ? | -4% | -21 | ? | 18%
CCC1CN(C(=O)N2CCC(C(=O)NCCc3ccccc3Cl)CC2)c2cc(C)ccc2O1 (stereo not drawn) | · | · | 6% | · | 59 | 23% | ·
O=C(C[C@H]1C[C@@H]2c3cc(NC(=O)c4ccc5c(c4)OCO5)ccc3O[C@@H]2[C@H](CO)O1)NCc1cc(F)ccc1F | · | · | 4% | · | 11 | · | -11%
C=CCNc1oc(Cc2cccc3ccccc23)nc1C#N | 6% | -8% | 6% | ? | 17 | 1% | 0%
COc1ccccc1CN1CCNC(=O)C1CC(=O)N(C)CC1CCOCC1 (stereo not drawn) | 8% | 9% | -7% | 6% | 5 | -6% | 16%
CCOc1ccc(C(=O)Nc2ccc(NC(=O)c3cccs3)cc2)cc1[N+](=O)[O-] | -3% | -12% | 2% | ? | 2 | -14% | -12%
CNC1=C([N+](=O)[O-])CC([N+](=O)[O-])=C(N2CCNCC2)N1C | 4% | -22% | -7% | 1% | 23 | 6% | 5%
Fc1cccc(/C=C2\CCCC3=C2NC(=S)NC3c2cccc(F)c2)c1 (stereo not drawn) | 2% | ? | ? | 8.9µM* | -25 | -3% | 40%[activator]
Cc1cccc(NC(=S)NNC(=O)c2cccc([N+](=O)[O-])c2)c1 | 1% | -47% | 0% | -4% | 47 | -7% | 44%[activator]

Among those listed so far, these have a thiophene ring, fused or not:
SMILES | LmPK inh | AmpC inh no detg | TbPYK inhibitor | HCV inh | HCMV antiviral | AmpC detergent | AMA1-RON2 inh
NS(=O)(=O)c1ccc(CNC(=O)c2csc3c2CCCC3)cc1 | -1% | -45% | -8% | -3% | 54 | -7% | 0%
O=C(N/C(=C/c1cccs1)C(=O)N1CCCC1)c1ccccc1 | 2% | -19% | 4% | 4% | 7 | -8% | 6%
COC(=O)c1cc2sc(C)cc2n1Cc1ccc(F)cc1Cl | · | · | 2% | · | 22 | 8% | ·
CC(C)c1c(C(=O)N/N=C/c2ccsc2)nnn1-c1nonc1N | -10% | -32% | 1% | -22% | -31 | 2% | 5%
CCOc1ccc(C(=O)Nc2ccc(NC(=O)c3cccs3)cc2)cc1[N+](=O)[O-] | -3% | -12% | 2% | ? | 2 | -14% | -12%
